NCI-60 one-dose screen, 48 h, at 10 µM unless noted. Numbers give growth in % (100 = growth as untreated, 0 = no growth, -100 = all killed).
NCI-H522: NCI-H522 lung cancer; 78,000 tested, 8% active
ACHN: ACHN renal cancer; 81,000 tested, 4.9% active; AID 1794771
TK-10: TK-10 renal cancer cells | 81,000 tested, 3.9% active | AID 1794769
786-0: 786-0 renal cancer cells. 81,000 tested, 5.1% active
CAKI-1: CAKI-1 renal cancer; 75,000 tested, 4.7% active; AID 1794772
NCI-H322M: NCI-H322M lung cancer; 80,000 tested, 2.7% active
UO-31: UO-31 renal cancer; 81,000 tested, 5.2% active; AID 1794768
NCI-H460: NCI-H460 lung cancer; AID 1794736; 82,000 tested, 6.8% active
RXF 393: RXF 393 renal cancer cells; 77,000 tested, 6.9% active
* hit, by the source's call; / = not tested or not shown; & = joins results of further samples; [ ] = remark or other dose. How the source made its calls: active means growth percent below 10; inactive means the rest. Random draw from the library; 11% or so of the library scored in one or more.

SMILES	NCI-H522	ACHN	TK-10	786-0	CAKI-1	NCI-H322M	UO-31	NCI-H460	RXF 393
CC(=O)OCC1OC(OC2=C(CC=C(C)C)C(=O)c3ccccc3C2=O)C(OC(C)=O)C(OC(C)=O)C1OC(C)=O (stereo not drawn)	22.3	12.8	87.4	88.9	68.5	77.5	38.6	34.6	61.1
CCCCCCCCCCCCSCCc1ccccc1	59.9	104.5	96.6	100.0	94.0	117.6	84.5	104.3	/
CC(=O)O[C@H]1C[C@@]2(C)[C@@H](CC(=O)[C@H]3[C@@]4(C)CCC(N5CCCC5)[C@@H](C)[C@@H]4CC[C@@]32C)/C1=C(\CCC=C(C)C)C(=O)O (stereo partly drawn)	92.3	101.1	102.0	99.6	90.8	97.8	78.9	111.7	108.8
CCN1C(=O)N(CC)C2C1NN=c1s/c(=C3\C(=O)N(C)c4ccccc43)c(=O)n12 (stereo not drawn)	21.7	40.9	69.8	36.9	42.2	48.4	43.6	6.2*	-14.1*
C=CC/C(=N\OS(=O)(=O)O)SC1OC(CO)C(O)C(O)C1O (stereo not drawn)	86.1	97.7	101.9	102.7	91.2	96.6	90.7	99.0	102.2
O=C(CCCCCCn1cc(-c2ccc(O[C@H]3OC(CO)[C@@H](O)C(O)[C@@H]3O)cc2)nn1)NO (stereo partly drawn)	86.0	94.4	100.8	102.5	88.5	/	75.3	102.0	98.2
Nc1nc(-c2ccccc2)c(N=Nc2ccccc2Cl)s1	74.5	94.6	134.8	88.8	74.9	85.0	65.3	109.9	79.8
Cc1cc(C(=O)NN)c(C#N)c(=O)[nH]1	89.8	104.9	114.7	106.6	96.8	110.1	88.3	97.2	99.5
Nc1nc(N)c2c(n1)NC(c1ccc3c(c1)OCO3)CC(c1cccc(Nc3ccncc3)c1)=N2 (stereo not drawn)	77.3	110.1	99.6	96.9	78.8	96.9	96.1	96.5	82.2
Cc1cc(C)c(CN)cc1CN	/	102.2	88.5	100.3	100.4	98.3	92.0	104.8	100.0
Nc1nccc(SCc2ccccc2)n1	114.1	107.1	97.4	94.4	93.1	134.5	86.2	112.7	117.6
COc1cc2oc(-c3ccc(NC(=O)c4ccccc4Br)cc3)cc(=O)c2c(OC)c1OC	68.2	82.1	95.9	70.8	91.4	80.9	44.3	/	71.5
O=S(Cc1ccccc1)Cc1ccccc1	80.1	104.1	103.7	107.0	81.4	98.9	86.2	103.0	114.3
O=S1(=O)c2ccccc2N(c2ccccc2)c2nc(CSc3nc4ccccc4s3)nn21	105.5	94.9	123.9	107.5	75.4	103.1	75.9	89.0	110.7
CCCCCCCCCCCCCCCCCCNC(=O)Oc1cc(C)ccc1C(C)C	92.5	105.3	100.6	94.7	91.8	96.1	93.5	106.2	108.0
CCCCCCCCCCC/C=N/Nc1ccc([N+](=O)[O-])cn1	95.7	110.0	125.9	107.2	88.2	105.7	91.1	104.9	97.4
c1ccc(-n2cccc2)cc1	105.7	106.7	110.6	103.7	95.5	112.4	102.4	103.2	103.6
CC(C(O)C(F)(F)F)[N+](C)(C)C (stereo not drawn)	111.3	120.0	103.3	92.4	94.3	101.3	88.9	98.7	95.4
CN(C)c1ccc(-c2conc2-n2nc(-c3ccccc3)nc2-c2ccccc2)cc1	98.2	108.4	118.0	96.8	92.7	101.6	85.0	115.9	124.2
CCCC(=O)Oc1ccc(C(C)(C)C)cc1C	90.8	115.8	96.2	106.1	101.7	109.4	91.0	105.0	117.1
O=S(=O)(c1c(Cl)cccc1Cl)N(Cl)Cl	92.4	119.0	91.2	98.7	/	110.1	90.4	108.6	124.5
NS(=O)(=O)c1cnccc1-n1ccc(=O)cc1	12.9	98.4	87.2	96.3	/	97.0	84.1	113.9	146.0
O=C1C(O)CCN1C1CCCCC1 (stereo not drawn)	93.7	107.3	110.1	110.5	/	128.3	80.2	101.0	118.0
CCN(CC)CCn1c(CO)nc2c1c(=O)n(C)c(=O)n2C	86.1	110.1	94.3	98.9	/	106.6	88.0	104.7	104.6
O=[N+]([O-])c1cccc(/C=N/n2c(N=Nc3c(O)[nH]c4ccccc34)n[nH]c2=S)c1	93.9	91.6	130.6	97.0	103.1	95.6	91.3	104.6	105.5
Cc1ccc(C(=O)/C=C/c2nc(-c3ccc(Cl)cc3)oc2C)cc1	93.3	105.0	137.7	103.5	96.1	96.8	78.5	103.4	93.7
CC1=Cc2cc(Br)ccc2OC12Oc1ccc(Br)cc1C=C2C	87.7	97.7	99.5	88.4	92.8	101.8	92.4	108.7	118.5
O=C(Nc1ncc(Cc2cccc(C(F)(F)F)c2)s1)C1=NCCCN1	78.5	93.0	101.6	98.7	83.0	92.8	80.9	85.3	106.8
C=C(C)[C@@H]1CC[C@]2(C(=O)NCC#CCN3CCN(C)CC3)CC[C@]3(C)[C@H](CC[C@@H]4[C@@]5(C)Cc6c([nH]c7ccccc67)C(C)(C)[C@@H]5CC[C@]43C)[C@@H]12	70.8	79.4	103.4	73.7	96.6	89.5	58.4	80.1	87.0
CCOC(=O)Cc1csc2nc(-c3ccccc3)nn12	102.9	99.7	126.3	92.0	110.8	125.3	97.0	108.3	110.3
N=C(N)c1ccc(-c2ccc(-c3ccc(Cl)cc3)s2)nc1	-52.5*	-75.9*	103.0	71.3	-65.0*	-30.3*	44.6	-90.2*	60.1
O=C(NC(=S)Nc1cc(-c2ccco2)[nH]n1)c1cccs1	92.7	103.0	120.7	94.1	96.0	104.3	83.2	109.2	114.3
C=C(C)[C@@H]1CC[C@]2(COC(=O)c3ccccc3C(=O)O)CC[C@]3(C)[C@H](CC[C@@H]4[C@@]5(C)CC[C@H](OC(=O)c6ccccc6C(=O)O)C(C)(C)[C@@H]5CC[C@]43C)[C@@H]12	46.8[100 µM]	-55.6*[100 µM]	21.8[100 µM]	1.6*[100 µM]	10.7[100 µM]	30.7[100 µM]	27.7[100 µM]	19.7[100 µM]	-21.9*[100 µM]
COc1ccc2cc(-c3ccnc4[nH]c(=S)[nH]c(=O)c34)ccc2c1	80.8	97.2	104.2	93.4	103.3	77.3	70.4	64.7	109.4
CC(=O)Nc1ccc(NC(=O)Nc2cccc(-c3nc(-c4ccc(NC(=O)c5cccnc5)cc4Cl)no3)c2)cc1C(F)(F)F	-46.3*	34.2	-31.7*	-35.6*	-68.9*	-34.2*	52.9	-64.9*	-79.5*
c1ccc(-c2nn3c(-c4ccccc4)nnc3o2)cc1	91.7	115.7	115.3	111.5	111.5	115.8	120.6	116.4	124.5
C[C@H]1[C@H]2C3=CC[C@@H]4[C@@]5(C)C/C(=C\c6ccccc6)[C@H](O)C(C)(C)[C@@H]5CC[C@@]4(C)[C@]3(C)CC[C@@]2(CO)CC[C@@H]1C	49.7	84.4	110.5	85.0	86.0	83.2	77.6	96.7	/
O=C(O)c1ccc(-n2cc(/C=N/Nc3cccc(F)c3)c(-c3ccc(F)c(F)c3)n2)cc1	80.8	85.5	118.7	102.9	69.5	76.0	75.8	105.0	103.3
CCOc1ccc(Nc2nc(-c3ccc4c(c3)NC(=O)CO4)cs2)cc1	14.6	52.3	85.5	71.1	107.7	84.8	63.7	40.7	87.3
NC(=O)N/N=C1\CC2CC1C1C=CCC21 (stereo not drawn)	123.4	107.5	107.6	104.8	101.3	123.5	95.0	109.2	116.8
c1ccc2cc(N3CCCCC3)ccc2c1	99.9	101.7	115.1	99.1	94.6	105.4	97.9	96.3	115.7
CNc1nc(SCc2ccc(F)cc2)ncc1C	91.8	111.2	106.1	104.2	92.6	105.2	96.5	108.5	113.5
Cc1cc(C)c(Nc2n[nH]c(=S)s2)cc1C	68.0&90.4	99.9&107.0	109.4&112.8	95.7&113.9	100.8&107.8	102.5&119.6	91.1&95.6	104.4&101.4	103.8&105.4
CN(C)c1cccc2c(S(=O)(=O)Nc3cccc(-c4csc(N)n4)c3)cccc12	75.1	83.1	88.9	97.7	76.7	97.4	72.5	89.1	100.3
O=C1NC(=O)C(c2ccc(Cl)cc2)(c2ccccc2Cl)N1 (stereo not drawn)	89.2	103.4	99.3	105.2	105.7	93.3	83.8	110.2	99.9
O=C(Nc1ccccc1)Nc1nc2ccccc2s1	72.3	82.2	95.4	102.2	76.7	84.4	57.5	95.3	109.9
O=C1C(=O)N(Cc2cn(Cc3ccccc3)nn2)c2ccccc21	98.0	103.0	100.8	99.8	94.8	93.9	81.0	100.4	102.6
C=C1C(=O)O[C@H]2[C@H]1CC/C(COC(=O)/C=C\C(=O)NCc1ccc(Cn3c(=O)sn(CCCI)c3=O)cc1)=C\CC[C@@]1(C)O[C@@H]21	-56.1*	-100.0*	-79.3*	-76.9*	-78.6*	17.3	-100.0*	-79.1*	/

For convenience, part of the list above:
SMILES	NCI-H522	ACHN	TK-10	786-0	CAKI-1	NCI-H322M	UO-31	NCI-H460	RXF 393
CC(=O)OCC1OC(OC2=C(CC=C(C)C)C(=O)c3ccccc3C2=O)C(OC(C)=O)C(OC(C)=O)C1OC(C)=O (stereo not drawn)	22.3	12.8	87.4	88.9	68.5	77.5	38.6	34.6	61.1
CCCCCCCCCCCCSCCc1ccccc1	59.9	104.5	96.6	100.0	94.0	117.6	84.5	104.3	/
CC(=O)O[C@H]1C[C@@]2(C)[C@@H](CC(=O)[C@H]3[C@@]4(C)CCC(N5CCCC5)[C@@H](C)[C@@H]4CC[C@@]32C)/C1=C(\CCC=C(C)C)C(=O)O (stereo partly drawn)	92.3	101.1	102.0	99.6	90.8	97.8	78.9	111.7	108.8
CCN1C(=O)N(CC)C2C1NN=c1s/c(=C3\C(=O)N(C)c4ccccc43)c(=O)n12 (stereo not drawn)	21.7	40.9	69.8	36.9	42.2	48.4	43.6	6.2*	-14.1*
C=CC/C(=N\OS(=O)(=O)O)SC1OC(CO)C(O)C(O)C1O (stereo not drawn)	86.1	97.7	101.9	102.7	91.2	96.6	90.7	99.0	102.2
O=C(CCCCCCn1cc(-c2ccc(O[C@H]3OC(CO)[C@@H](O)C(O)[C@@H]3O)cc2)nn1)NO (stereo partly drawn)	86.0	94.4	100.8	102.5	88.5	/	75.3	102.0	98.2
Nc1nc(-c2ccccc2)c(N=Nc2ccccc2Cl)s1	74.5	94.6	134.8	88.8	74.9	85.0	65.3	109.9	79.8
Cc1cc(C(=O)NN)c(C#N)c(=O)[nH]1	89.8	104.9	114.7	106.6	96.8	110.1	88.3	97.2	99.5
Nc1nc(N)c2c(n1)NC(c1ccc3c(c1)OCO3)CC(c1cccc(Nc3ccncc3)c1)=N2 (stereo not drawn)	77.3	110.1	99.6	96.9	78.8	96.9	96.1	96.5	82.2
Cc1cc(C)c(CN)cc1CN	/	102.2	88.5	100.3	100.4	98.3	92.0	104.8	100.0

Other results follow.
SMILES	NCI-H522	ACHN	TK-10	786-0	CAKI-1	NCI-H322M	UO-31	NCI-H460	RXF 393
CCOC(=O)c1ccc2c(c1N1CCOCC1)N(O)ON2	82.3	99.9	93.7	100.7	96.5	91.6	81.0	115.7	108.5
O=[N+]([O-])c1ccc(O)c(C=NCCN=Cc2cc([N+](=O)[O-])ccc2O)c1	93.7	102.8	99.1	106.0	/	/	88.8	101.9	99.3
O=C(CCn1cc[n+](CC(=O)c2ccc(C(F)(F)F)cc2)c1)Nc1cccc2cccnc12	92.0	101.7	119.5	101.8	97.0	95.9	90.7	105.6	104.5
O=C(/C=C/c1ccc(-c2ccccc2)cc1)c1nc2ccccc2n1Cc1ccc(F)cc1	64.1	41.3	55.8	30.7	49.5	64.5	47.6	36.5	13.6
CC1=C([Se]CC(OC(=O)CC[Se]c2ccccc2)C(=O)NCCCCCC(=O)OCc2ccccc2)C(=O)c2ccccc2C1=O (stereo not drawn)	52.7	23.8	40.9	58.2	32.2	2.5*	15.4	21.6	35.0
CNC(=O)OC/C=C/c1ccccc1	70.5	107.2	90.8	92.3	101.0	94.3	92.1	108.1	96.7
N#C/C(=C\c1ccc2ccccc2c1)C(=O)Nc1sc2c(c1C#N)CCCC2	94.3	103.3	113.4	101.2	94.3	98.6	82.0	102.9	111.2
COc1ccc(-c2c(C#N)c(N)nc3c(C#N)c(NC(=O)c4ccccc4)nn23)cc1	92.0	98.0	135.7	105.1	89.7	97.4	87.9	108.3	105.8
C[C@]12O[C@H](C[C@]1(O)CO)n1c3ccccc3c3c4c(c5c6ccccc6n2c5c31)CNC4=O	-56.2*	-8.2*	-81.5*	-87.5*	-96.5*	-32.1*	-63.1*	-61.3*	-90.2*
C#CCOc1ccccc1C(Nc1ccc(F)cc1C)c1nnnn1C1CCCCC1 (stereo not drawn)	65.6	87.0	107.5	78.6	50.8	94.7	72.3	88.4	85.7
CCOC(=O)c1cc2c3ccccc3oc(=O)c2c2nc3ccccc3n12	86.5	94.7	125.9	102.4	76.1	95.0	62.5	99.9	116.7
O=C(O)CCCn1c(=O)c2sc3ccccc3c2n2nnc(-c3ccccc3)c12	71.0	81.9	94.1	79.9	67.0	95.7	72.2	83.7	79.0
COc1ccc2nc(NC(=O)c3cc(-c4ccc(Cl)cc4)n4nc(-c5ccccc5)cc4n3)sc2c1	96.7	94.0	123.5	108.7	84.3	106.2	74.1	102.8	106.4
O=c1[nH]cnc2c1cnn2Cc1ccccc1	90.3	102.4	97.4	92.0	94.9	111.4	102.3	101.3	105.0
OC(C/C(=N\N1CCCCC1)c1cccs1)(C(F)(F)F)C(F)(F)F	74.8	104.0	104.8	103.5	102.9	103.9	93.6	108.5	114.4
Cc1cccc(C(=O)OC(C)C)c1	93.7	106.0	89.0	99.7	100.1	97.3	97.9	100.3	102.7
NC(=O)c1c(Nc2ccc(Cl)cc2)nn2c(-c3ccc(Br)cc3)c(-c3nc4ccccc4s3)c(N)nc12	98.4	104.5	149.7	114.5	88.5	102.0	79.9	105.5	97.2
CCC(C)CC(CC)NCCN1CCN(C(CC)CC(C)CC)C1=S (stereo not drawn)	-12.0*	52.4	58.5	56.5	59.6	78.8	41.4	9.4*	/
OCC[C@H]1C[C@H]1c1ccco1	81.8	104.4	92.7	100.0	97.1	/	94.7	104.6	99.0
O=C(CSc1nc2ccc([N+](=O)[O-])cc2[nH]1)Nc1cccc([N+](=O)[O-])c1	19.8	62.5	69.5	61.6	41.2	83.5	33.4	47.5	60.5
